Source: PubChem
Pol eta inh = inhibitors of human DNA polymerase eta; Potency, µM (highest dose often 114 µM), inactives show at the top dose activity change, negative = inhibition, usual class: inhibitors; recombinant Pol eta, fluorescent DNA replication assay; AID 588591; hit rate 1.2% among 390,000; further: potency means the concentration at half of the fitted maximal effect; on the % scale 0 is the no-effect control and ±100 the full control effect
Target sequence (Q9Y253 whole entry, looked up): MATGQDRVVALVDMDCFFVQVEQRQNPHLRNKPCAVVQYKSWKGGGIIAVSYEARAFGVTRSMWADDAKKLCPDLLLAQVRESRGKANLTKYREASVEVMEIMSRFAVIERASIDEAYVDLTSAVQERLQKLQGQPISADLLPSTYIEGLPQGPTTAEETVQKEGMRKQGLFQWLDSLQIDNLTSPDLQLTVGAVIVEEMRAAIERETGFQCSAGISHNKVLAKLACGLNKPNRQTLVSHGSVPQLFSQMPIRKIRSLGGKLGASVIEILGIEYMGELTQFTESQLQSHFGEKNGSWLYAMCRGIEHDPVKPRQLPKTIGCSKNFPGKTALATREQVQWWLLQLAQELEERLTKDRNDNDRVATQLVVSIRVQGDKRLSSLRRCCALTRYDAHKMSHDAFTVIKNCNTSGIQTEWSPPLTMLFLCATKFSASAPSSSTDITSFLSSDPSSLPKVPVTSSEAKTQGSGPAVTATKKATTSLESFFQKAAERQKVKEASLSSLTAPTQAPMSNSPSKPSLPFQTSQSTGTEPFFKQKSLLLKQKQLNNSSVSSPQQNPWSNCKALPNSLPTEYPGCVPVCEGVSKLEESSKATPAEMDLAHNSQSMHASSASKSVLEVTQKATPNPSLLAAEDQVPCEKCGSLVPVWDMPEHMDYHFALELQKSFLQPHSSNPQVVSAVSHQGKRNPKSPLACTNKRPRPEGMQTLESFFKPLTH
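Pol eta at 10 nM preincubated with compounds 15 min at room temperature; reaction started with fluorescent substrate (50 nM final) and read kinetically at 0 and 10 min.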
Pin1 inh = inhibitors of human Pin1 | Pin1 FP peptide displacement, HiFluor488, 10 min | Potency, µM (doses to about 115 µM), inactives show at the highest dose activity, negative = inhibition, hits mostly inhibitors | hit rate 0.009% among 390,000; active means well fitted inhibition curve with a large enough effect in the polarisation, with a control signal flat, not every such curve was filed as active; inconclusive means small, poorly fitted or top-dose-only effect, or effect the other way, or a change in a side signal; inactive means no such curve, though single readings can be large or run the other way; the % refers to the polarisation; further: potency means the concentration at half of the fitted maximal effect; on the % scale 0 is the no-effect control and ±100 the full control effect
Target sequence (Q13526 whole entry, looked up): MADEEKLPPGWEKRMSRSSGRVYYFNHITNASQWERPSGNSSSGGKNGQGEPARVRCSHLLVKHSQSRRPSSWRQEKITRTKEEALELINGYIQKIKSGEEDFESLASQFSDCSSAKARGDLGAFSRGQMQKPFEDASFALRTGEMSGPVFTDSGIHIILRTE
BAZ2B block = blocks human BAZ2B | AlphaScreen BAZ2B-H3K14Ac peptide displacement | Potency, µM (titrated, usually from 114 µM), for the others: at the highest dose activity change, negative = inhibition, actives largely listed as inhibitors | hit rate 4.4% among 360,000 | AID 504333; further: potency means the concentration at half of the fitted maximal effect; on the % scale 0 is the no-effect control and ±100 the full control effect; nearly all actives have a fitted effect of over 60% in size
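In this displacement format the biotinylated H3(5-23) peptide acetylated at Lys14 serves as ligand at 50 nM, with BAZ2B at 50 nM in PBS pH 7.4 containing 0.01% Tween-20. Donor and acceptor beads are 10 ug/mL final.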
Tb PGK inh = inhibitors of T. brucei phosphoglycerate kinase; P07378; PGK/GAPDH coupled, Kinase-Glo luminescence, 60 min; Potency, µM (top dose mostly 57.5 µM), inactives show at the highest dose activity change, negative = inhibition, actives largely listed as inhibitors; hit rate 0.043% among 380,000; further: potency means the concentration at half of the fitted maximal effect; on the % scale 0 is the no-effect control and ±100 the full control effect; nearly all actives have a fitted effect of over 60% in size
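Recombinant glycosomal PGK reaction used 1,3-bisphosphoglycerate generated in-well by GAPDH (100nM final) in 100mM TEA pH 7.6, 5mM MgCl2, 0.01% Tween-20. After 60 minutes at room temperature, ATP was read by Kinase-Glo Plus luminescence end-point.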
HP1b chromo inh = HP1-beta chromodomain-methylated histone interaction inhibition; P83916; AlphaScreen HP1-beta / biotin-H3K9me3 peptide binding; Potency, µM (doses to about 114 µM), inactives show at the top dose activity change, negative = inhibition, actives largely listed as inhibitors; hit rate 0.56% among 390,000; further: potency means the concentration at half of the fitted maximal effect; nearly all actives have a fitted effect of over 70% in size; inactives centre near 23
Target sequence (P83916 whole entry, looked up): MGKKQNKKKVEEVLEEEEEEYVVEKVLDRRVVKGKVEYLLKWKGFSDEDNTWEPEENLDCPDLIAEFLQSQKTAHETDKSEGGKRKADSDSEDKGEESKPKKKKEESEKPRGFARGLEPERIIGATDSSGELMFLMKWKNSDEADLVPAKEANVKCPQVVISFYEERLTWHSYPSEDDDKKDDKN
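Compound inhibition of the preformed complex between 50 nM HP1-beta and 50 nM biotinylated H3K9me3 peptide was read by AlphaScreen. Buffer was PBS pH 7.4 with 0.01% Tween-20. Incubations ran 30 min at room temperature, with 10 ug/mL donor/acceptor beads.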
PI4K2A block = blocks human PI4K2A kinase activity. Q9BTU6. purified PI4K2A, ADP-Glo luminescence, 1 h; hits give low values. activity change, negative = inhibition, % at 76.9 µM. hit rate 0.13% among 420,000. AID 1346378; in the data active means activity change below about -50%; inconclusive means mostly about -30% to -49%;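 further: -100% = wells without enzyme as full effect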
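ADP-Glo luminescence measured ADP generated by PI4K2A enzyme (4 ug/mL before mixing) with 1.2 mM PI substrate (pre-mix) and 300 microM ATP (pre-mix). Tris pH7.5 buffer with MgCl2, Triton X-100; 1 h reaction at ambient temperature.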
G9a inh = G9a (human) methyltransferase inhibition. Potency, µM (top dose mostly 102 µM), inactives show at the highest dose activity, negative = inhibition, most hits filed as inhibitors. G9a H3K9 monomethylation, AlphaScreen, 2 h. AID 504332. Q96KQ7. hit rate 8.8% among 350,000; further: potency means the concentration at half of the fitted maximal effect; on the % scale 0 is the no-effect control and ±100 the full control effect; nearly all actives have a fitted effect of over 75% in size
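Enzyme 20 nM + cpd, 15 min RT; add b-H3K9 pep 500 nM / SAM 20 uM; 2 h RT; anti-H3K9me1 Ab 0.5 ug/mL + SA donor / anti-rabbit acceptor beads 20 ug/mL each, 10 min; AlphaScreen read.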
GLS inh = glutaminase GLS (human) inhibition | O94925 | hit rate 0.21% among 410,000 | GLS enzymatic activity, qHTS titration | Potency, µM (highest dose often 45.5 µM), for inactives: top-dose activity change, negative = inhibition, actives largely listed as inhibitors | AID 624170; further: potency means the concentration at half of the fitted maximal effect; on the % scale 0 is the no-effect control and ±100 the full control effect
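hKGA; 45 mM KH2PO4 pH 8.2 + 0.02% Tween-20; cpd via pin tool; 1 mM Gln soln; GluOx/HRP/Amplex Red; RT 30 min; fluor. t0 & final.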
JMJD2A Tudor = blocks the human JMJD2A Tudor domain. O75164. AlphaScreen JMJD2A-Tudor / H3K4me3 peptide binding. Potency, µM (series often up to 114 µM), for inactives: at the top dose activity change, negative = inhibition, actives largely listed as inhibitors. hit rate 4.4% among 390,000. AID 504339; further: potency means the concentration at half of the fitted maximal effect; on the % scale 0 is the no-effect control and ±100 the full control effect; nearly all actives have a fitted effect of over 50% in size
Numbers without * were called inactive; i = inactive; ? = inconclusive; / = not tested or not shown; [ ] = another dose, or the depositor's remark. Unless noted, the call rests on the fitted dose curve; in most records, active means well fitted curve in the direction sought with a large enough effect; inconclusive means small, poorly fitted or top-dose-only effect, or another doubt; inactive means no such curve, though single readings can be large; an effect the other way counts as inactive or inconclusive.

GLS inh	Pin1 inh	G9a inh	HP1b chromo inh	Tb PGK inh	PI4K2A block	Pol eta inh	BAZ2B block	JMJD2A Tudor	mol
21%	-1%	-43%	17%	4%	1	-13%	-37%	-28%	Cc1ccc(O)c(C(=O)CC(=O)c2ccc(Cl)cc2)c1
0%	-6%	0%	26%	3%	0	-1%	-13%	-10%	Cc1ccccc1NC(=O)c1nn(-c2ccc(F)c(F)c2)ccc1=O
3%	10%	?	9%	4%	5	-18%	?	-23%	CCc1ccc(-c2nc(CSCC(=O)NCc3ccco3)c(C)o2)cc1
-2%	12%	4%[12.7 µM]	4%	-10%	1	-4%	-31%	?	CCN1C(=NCc2ccco2)N[C@@H](c2cccc(C(F)(F)F)c2)C(C(=O)OC)=C1C
-4%	4%	11%	10%	-5%[11.5 µM]	1	9%	-6%	-18%	CC(=O)Nc1ccc(S(=O)(=O)N2CCSCC2)cc1
5%	-1%	6%[59 µM]	13%	5%	-2	-16%	7%[57.1 µM]	-15%	CC(C)(C)OC(=O)N1CCC(c2c(C(=O)NC3CCCCC3)cnn2-c2cccc(F)c2)CC1
1%	9%	-51%[59 µM]	79%[activator]	-1%	-1	-8%	5%	-8%	O=C(NCc1ccc(Cl)cc1)c1cccc(S(=O)(=O)N2CCCC2)c1
-3%	3%	13%	18%	-8%	2	-13%	4%	-16%	Cc1cc(NCc2cccnc2)nc(N)n1
1%	0%	-7%[0.501 µM]	39%[activator]	-5%	-4	-8%	7%	-9%	COC(=O)CCC(=O)Nc1ccc(S(=O)(=O)Nc2nc(C)cc(C)n2)cc1
-4%	-5%	18%	11%	5%	3	-5%	9%	-11%	Cc1cccc(C(=O)NN(C)c2nc(-c3ccccc3)nnc2C(F)(F)F)c1
5%	?	22%[59 µM]	54%	i	-3	-7%	9%	-2%	CN1C(=O)S/C(=C/c2cccnc2)C1=O
4%	-2%	21%	6%	4%	-1	-1%	3%	-16%	N=c1oc2ccccc2cc1C(=O)Nc1cccc(F)c1
11%	?	2.5µM*	?	?	?	22µM*	?	?	Oc1ccc(N=Cc2ccc(OCc3ccccc3)cc2)cc1
-7%	2%	/	45%[activator]	-5%	4	?	-5%	-9%	COc1ccc(-c2noc3c2-c2nc(-c4cccc(C)c4)sc2CC3)cc1
0%	-2%	?	14%	-4%	-1	-18%	-4%	-12%	CCCNC(=O)C1Cc2cc(S(=O)(=O)N3CCCC3)ccc2N1C(C)=O (stereo not drawn)
-3%	1%	18%	38%	-10%	-5	-16%	13%	-10%	Cc1cc(=O)n2nc(N3CCCC(C(=O)NCc4cccc(Br)c4)C3)sc2n1 (stereo not drawn)
-4%	4%	/	29%	0%	0	3%	/	-16%	O=C(CSc1nc2cc(Cl)ccc2o1)NC1CC1
11%	1%	21%[59 µM]	2%	/	5	0%	35%	-10%	O=C(C1CCN(S(=O)(=O)c2ccc(F)cc2)CC1)N1CCOCC1
1%	2%	10%[59 µM]	22%	/	1	8%	12%	-15%	O=C(Nc1ccc(CN2CCOCC2)cc1)c1cc2ccccc2o1
5%	-16%	-5%[59 µM]	23%	-1%	-3	1%	10%	-16%	C=CCNC(=O)c1onc(CCl)c1C(=O)OC
0%	-9%	?	2%	-2%	-5	-14%	1%	-11%	Cn1c(=O)c2c(nc(CN3CCN(C(=O)c4ccco4)CC3)n2CCc2ccccc2)n(C)c1=O
-23%	-5%	-20%	34%[activator]	-10%	3	-4%	-24%	-16%	C=CCn1c(SCC(=O)c2c(N)n(C)c(=O)n(C)c2=O)nnc1-c1ccccc1F
5%	-13%	/	23%	5%	3	-4%	17%	3%	CC1CCCC(C)N1CCCNC(=O)C1CCCN(c2ncnc3c2nc2n3CCCCC2)C1 (stereo not drawn)
0%	20%	/	29%[57 µM]	-2%	2	-24%	/	-10%	Cc1ccc(S(=O)(=O)N2CCCCC2)cc1NC(=O)c1cc(F)c(F)c(F)c1F
0%	?	?	29%[57 µM]	-3%	2	-11%	?	?	COc1ccc(C(c2nnnn2C2CCCC2)N2CCN(C(=O)c3ccco3)CC2)cc1OC (stereo not drawn)
29%	-2%	-5%	25%	-1%[11.5 µM]	-3	-11%	-5%	-19%	CN(CCCCCCCCC(=O)/C=N/O)Cc1ccccc1
15%	-1%	?	12%	-7%	-1	-13%	-36%	-8%	C(=N\c1nc2ccccc2n1CCN1CCOCC1)/c1cccs1
-2%	-3%	/	30%	-3%	-4	-18%	-1%	1%	CC(=O)c1cnn(-c2ccc(Cl)c(Cl)c2Cl)c1C
5%	8%	24%	25%	7%	3	1%	-2%	-13%	CCOc1ccc(C2NC(=O)Cc3cc(OC)c(OC)cc32)cc1 (stereo not drawn)
-3%	-9%	/	10%	7%	-2	-16%	10%	?	CN(C)CCCNC(=O)N1c2ccccc2C=Cc2ccccc21
?	-2%	50µM*	24%	-8%	1	3%	-25%	-24%	CCn1c(Cc2ccccc2)nnc1SCC(=O)Nc1ccc(N)cc1
3%	6%	10%[12.7 µM]	44%[activator]	-4%	-2	-24%	-3%	-8%	O=C(NCc1cccc(Cl)c1)c1cccc(S(=O)(=O)N2CCCCC2)c1
?	-3%	1.4µM*	50µM*	2%	-1	-19%	?	10µM*	CCN(CC)S(=O)(=O)c1cccc(-c2n[nH]c(=S)n2/N=C/c2ccc(C(=O)OC)cc2)c1
-1%	0%	/	29%	4%	6	-3%	-3%	-10%	Cn1nnc(NCc2cc(Br)ccc2OCc2ccccc2F)n1
-10%	-8%	17%	22%	-8%	3	-20%	-4%	5%	COC(=O)c1cn(Cc2cc(OC)ccc2OC)cc(F)c1=O
14%	-1%	-26%	36%	-17%	2	5%	-13%	-1%	CC1=CC=CN2C1=NC(=O)CC2(C)C(=O)N(CC(=O)NC1CCCC1)c1ccccc1C (stereo not drawn)
-2%	/	/	54%[activator]	2%	3	2%	4%	-16%	C=CCOc1ccc(C(=O)O)cc1Cl
-4%	-7%	?	55%[activator]	-2%	3	-14%	2%	2%	CN1CCN(C(=O)/C=C/c2ccccc2)CC1
-4%	-10%	7%[2.33 µM]	-22%	i	-2	-13%	?	-33%	Cc1cc(/C=C(/C#N)C(=O)O)c(C)n1-c1cccc2ccccc12
?	6%	/	21%	i	2	-5%	0%	0%	CCOC(=O)C1CN(S(=O)(=O)c2ccc(C)cc2)c2cc(S(=O)(=O)CC)ccc2O1 (stereo not drawn)
-13%	-19%	/	3%	-2%	-20	-17%	?	-25%	O=C1NC(c2ccccc2Cl)=N/C1=C/c1ccco1
8%	2%	18%[59 µM]	37%	-6%	1	-16%	5%	-2%	Cc1cc2nc(-c3ccc(OCc4ccc(F)cc4)cc3)cc(C(F)(F)F)n2n1
7%	/	/	/	-4%	7	-3%	/	/	CCOC(=O)C1(C(=O)OCC)COC(=O)C1CN1Cc2cc3ccccc3nc2C1 (stereo not drawn)
5%	2%	14%	65%[activator]	-1%	-4	-15%	-3%	0%[11.4 µM]	COc1ccc(CC2S/C(=N/N=C/c3ccccc3O)NC2=O)cc1 (stereo not drawn)
-1%	0%	8%[12.7 µM]	33%	6%	2	6%	10%	-2%	COC(=O)CC1C(=O)NCCN1C(=O)c1ccccc1 (stereo not drawn)
1%	0%	?	55%[activator]	10%	5	-9%	-19%	-13%	COC(=O)c1cc(NC(=O)c2ccc([N+](=O)[O-])cc2)c(=O)oc1C
2%	1%	/	34%	-1%	4	-16%	13%	-8%	CCS(=O)(=O)N1CCC(NC(=O)C(Cc2cccc(OC)c2OC)NC(C)=O)CC1 (stereo not drawn)
1%	3%	?	39%	i	1	-14%	3%	-1%	CC(=O)NC(=O)COC(=O)/C=C/c1c(C)nn(Cc2c(Cl)cccc2Cl)c1Cl
0%	-11%	-3%[59 µM]	?	8%	-5	5%	?	?	Cn1cccc1-c1nc2ccccc2n1C
6%	1%	/	38%	-5%	-3	-16%	-36%	-10%	COc1ccc(-c2noc3c2-c2nc(-c4ccc(Cl)cc4)sc2CC3)cc1
4%	1%	-30%[12.7 µM]	22%	/	5	-19%	-6%	-7%	Cc1cc(C)nc(N(C#N)CC(=O)c2ccccc2)n1
-1%	-4%	4%[59 µM]	1%	i	0	-2%	-1%	-10%	CC(=O)c1ccc(NC(=O)CCn2cccn2)cc1
-16%	12%	23%[59 µM]	85%[activator]	-5%	-4	-21%	-1%	6%	COC(=O)c1cc2c(N)c(C(=O)c3ccccc3)sc2nc1C(OC)OC
-15%	6%	/	8%[57 µM]	-6%	2	-2%	/	?	COc1cc2nc(CN3CCN(S(=O)(=O)c4ccccc4C(F)(F)F)CC3)[nH]c(=O)c2cc1OC
4%	0%	?	37%[activator]	i	7	3%	-3%	-8%	C=CCc1c(OC)ccc2ccc(=O)oc12
8%	1%	-6%	34%	4%	-3	-6%	-13%	4%	COC(=O)c1ccc(N2CCN(C(C)=O)CC2)c(NC(=O)c2cccnc2)c1
-19%	3%	96%[activator][59 µM]	30%	-4%	-3	3%	?	-18%[11.4 µM]	Clc1ccc(COn2nnc3ccccc32)c(Cl)c1
6%	0%	16%	14%	i	3	-5%	6%	-10%	CCOc1ccccc1-n1c(SCC(=O)N2CCOCC2)nc2ccccc2c1=O
8%	2%	54%[activator]	34%	-5%	7	-15%	20%	39%[activator]	Cc1nc(CSc2ccc(Cl)cc2)cs1

Only part of the results is shown. The share of hits here may be higher or lower than overall.
